Source: PubChem BioAssay
AmpC inh detg: blocks E. coli AmpC beta-lactamase in detergent assay; Potency, µM (titrated, usually from 114 µM), for the others: at the top dose activity change, negative = inhibition, hits mostly inhibitors; AID 485294; P00811; 0.041% of 370,000 active; AmpC hydrolysis of nitrocefin, absorbance 480 nm, 0.01% Triton;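 further: potency means the concentration at half of the fitted maximal effect; 0% = no-compound wells and -100% = no-enzyme wells; nearly all actives have a fitted effect of over 25% in size; some results filed as inactive show a strong effect at the top dose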
Target sequence (P00811 whole entry, looked up): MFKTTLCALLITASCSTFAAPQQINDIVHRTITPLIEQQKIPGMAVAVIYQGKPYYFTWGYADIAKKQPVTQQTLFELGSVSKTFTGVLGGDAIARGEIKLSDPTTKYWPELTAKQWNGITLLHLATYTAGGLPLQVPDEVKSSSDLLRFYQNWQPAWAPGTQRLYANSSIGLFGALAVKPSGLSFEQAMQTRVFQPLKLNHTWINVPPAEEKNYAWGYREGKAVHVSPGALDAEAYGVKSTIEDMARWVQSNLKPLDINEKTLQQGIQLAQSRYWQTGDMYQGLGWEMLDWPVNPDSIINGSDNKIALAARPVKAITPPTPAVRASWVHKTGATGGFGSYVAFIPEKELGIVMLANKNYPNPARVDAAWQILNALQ
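AmpC (5.3 nM in the dispensed reagent) in 20 mM phosphate pH 7.0 with 0.01% (detergent screen) or 0.0001% Triton X-100 was preincubated with compounds for 15 min at room temperature. Nitrocefin was then added from an 800 uM solution, and hydrolysis was followed at 480 nm.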
HCV inh: inhibitors of hepatitis C virus infection; Potency, µM (top dose mostly 41.8 µM), for the others: at the top dose activity change, negative = inhibition, usual class: inhibitors; 3.4% of 340,000 active; AID 651820; Huh7.5.1 HCVcc-Cre infection, luciferase reporter, 44 h; further: potency means the concentration at half of the fitted maximal effect
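Infectious HCV cell culture screen: compound-treated cells (1,000/well, pre-plated 4 h) are infected with HCVcc-Cre at roughly 0.5 moi and grown 44 h. Infection is quantified by luciferase signal after 15 min substrate incubation at room temperature.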
FBPA Giardia inh: blocks Giardia fructose-bisphosphate aldolase activity | Potency, µM (top dose mostly 59.6 µM), for inactives: at the top dose activity, negative = inhibition, hits mostly inhibitors | purified Giardia FBPA | AID 2451 | 0.71% of 290,000 active | A8B2U2; further: potency means the concentration at half of the fitted maximal effect; nearly all actives have a fitted effect of over 55% in size
Target sequence (A8B2U2 whole entry, looked up): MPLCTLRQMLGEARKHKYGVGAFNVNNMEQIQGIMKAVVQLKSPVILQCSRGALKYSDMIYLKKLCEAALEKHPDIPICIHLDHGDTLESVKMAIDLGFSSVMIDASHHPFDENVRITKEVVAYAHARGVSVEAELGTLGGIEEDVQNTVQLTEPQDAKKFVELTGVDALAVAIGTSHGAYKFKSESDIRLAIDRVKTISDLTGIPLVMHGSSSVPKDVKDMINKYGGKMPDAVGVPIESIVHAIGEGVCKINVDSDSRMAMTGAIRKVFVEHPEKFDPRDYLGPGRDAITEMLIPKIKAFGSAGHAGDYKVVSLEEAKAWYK
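Giardia FBPA (40 nM reagent) was preincubated 10 min at RT with compound (up to 57.5 uM final), then substrate plus GAPDH/TPI/NAD/arsenate coupling system with diaphorase/resazurin was added; resorufin fluorescence (525/598 nm) was read after 20 min.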
Sm TGR inh: blocks Schistosoma mansoni thioredoxin glutathione reductase; purified TGR, DTNB reduction, TNB absorbance 405 nm; Potency, µM (highest dose often 114 µM), without a hit: at the highest dose activity change, negative = inhibition, most hits filed as inhibitors; 3% of 360,000 active; AID 485364; further: potency means the concentration at half of the fitted maximal effect; nearly all actives have a fitted effect of over 60% in size
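Kinetic colorimetric format: TGR-catalysed, NADPH-driven DTNB reduction monitored via TNB absorbance. Enzyme dispensed at 20 nM; compound exposure 15 min at room temperature before reaction start.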
AMA1 RON2 block: inhibitors of Plasmodium falciparum AMA1-RON2 interaction. 0.2% of 360,000 active. AID 720542. Potency, µM (titrated, usually from 58.2 µM), for the others: at the highest dose activity change, negative = inhibition, hits mostly inhibitors. AlphaScreen AMA1-biotinylated RON2 peptide binding;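 further: potency means the concentration at half of the fitted maximal effect; 0% = vehicle wells and -100% = peptide control; nearly all actives have a fitted effect of over 45% in size; some results filed as inactive show a strong effect at the top dose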
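AMA1 (3D7) with his tag at 25 nM final met compounds first, then biotinylated RON2 peptide at 25 nM; detection used donor plus acceptor beads, 10 µg/mL apiece, read by AlphaScreen after 30 min at room temperature.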
HCMV antiviral: blocks human cytomegalovirus replication; 4.5% of 410,000 active; activity change, negative = inhibition, % at 57.5 µM; HFF cells, HCMV-luciferase reporter, 72 h; stronger effect = lower value; AID 1259415; in the data active means activity change below about -60%; inconclusive means no clear call, values can overlap the other calls; inactive means above about -39%
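Two-dose cell screen: HFF monolayers treated with compounds and infected with luciferase-expressing HCMV at 1 PFU/cell, 72 h at 37C, then lysed for luciferase measurement.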
Numbers without * were called inactive; u = inconclusive; x = no result given; & = joins results of further samples; [ ] = remark or other dose. Unless noted, the call rests on the fitted dose curve; in most records, active means well fitted curve in the direction sought with a large enough effect; inconclusive means small, poorly fitted or top-dose-only effect, or another doubt; inactive means no such curve, though single readings can be large; an effect the other way counts as inactive or inconclusive. Unless noted, on the % scale 0 is the no-effect control and ±100 the full control effect.

| compound | AmpC inh detg | HCV inh | FBPA Giardia inh | Sm TGR inh | AMA1 RON2 block | HCMV antiviral |
| --- | --- | --- | --- | --- | --- | --- |
| CCN1CCN(CCC(=O)Nc2ccccc2OC)CC1 | 1.8% | -8.0% | 9.2% | -0.5% | -4.8% | -16.7 |
| Cc1ccc(Cn2nc(C)c(C(=O)N3CCN(S(=O)(=O)/C=C/c4ccccc4)CC3)c2C)cc1 | 4.9% | u | x | -4.9% | -17.9% | -30.6 |
| CN(C)C1=NC[C@H](Cc2ccccc2)N1CCc1cccc(F)c1 | u | 1.7% | x | -13.8% | 32.8%[activator] | u |
| Cc1noc(C)c1C(=O)N1CCN(S(=O)(=O)c2cccc(Cl)c2Cl)CC1 | 2.9% | 12.4% | 1.6% | -1.7% | -16.1% | -29.3 |
| CCc1ccccc1NC(=O)c1nnn(CC(=O)Nc2cccc(C)c2)c1N | 1.8% | 15.5% | 1.1% | 5.6% | 31.3%[activator] | 42.8 |
| C(=N\Nc1nc(N2CCCCC2)nc(N2CCCCC2)n1)/c1c[nH]c2ccccc12 | -3.8% | u | -14.1% | x | 5.7% | 27.4 |
| COc1ccc(NCc2nc3ccccc3n2CCOc2ccc(C)cc2)cc1 | 1.1%&-12.8% | 8.91µM* | -15.2% | -9.4%&3.8% | u | u |
| O=C(CN1CCN(S(=O)(=O)c2cc(Cl)ccc2Cl)CC1)c1ccc(O)c(O)c1 | 3.1% | -18.6% | x | 17.8µM* | 58.7%[activator] | 41.5 |
| COc1ccc(-c2nc(CNS(=O)(=O)c3cccc(F)c3)cs2)cc1 | 5.2% | x | x | -7.4% | x | u |
| Cc1cc2c(cc1S(=O)(=O)N(C)C1CCCCC1)OCC(=O)N2 | -8.5% | -2.1% | 5.4% | -7.8% | 0.0% | -25.3 |
| Cc1ccc(S(=O)(=O)NCC2CCC(C(=O)O)CC2)cc1 (stereo not given) | -16.2% | -3.8% | 5.4% | 0.0% | 2.0% | 32.9 |
| COc1ccccc1/C=C/C(=O)Oc1cccc2cccnc12 | u | 5.2% | -6.9% | 5.6% | 94.8%[activator] | u |
| C[C@@H](C[C@@H](O)[C@H](O)C(C)(C)O)[C@@H]1CC[C@]2(C)C3=CC[C@H]4C(C)(C)C(=O)CC[C@]4(C)[C@H]3CC[C@@]12C | -18.9% | -12.3% | -4.3% | -12.6% | -0.4% | 0.6 |
| CCOC(=O)c1sc2nc(CC(=O)OC)nc(N3CCN(c4ccc(OC)cc4)CC3)c2c1C | -3.7% | u | -2.7% | 9.0% | -5.4% | 17.8 |
| Cc1cc2nnc(SCC(=O)Nc3cc(S(=O)(=O)N4CCOCC4)ccc3Cl)n2c2ccccc12 | -1.0% | u | 7.5% | -9.3% | 8.9%[2.32 µM] | u |
| CSc1sc(C(=O)N(C)C)cc1S(=O)(=O)C(C)C | 3.5% | -0.9% | -0.4% | -2.9% | -0.3% | 8.1 |
| CCOc1ccc(N(CC(=O)Nc2ccc(C)c(C)c2)S(C)(=O)=O)cc1 | 1.5% | 8.1% | 13.0% | 1.9% | 5.8% | 164.5 |
| Cc1cc(C)cc(NC(=O)CCCCCN2C(=O)[C@@H]3Cc4ccccc4CN3C2=O)c1 | 1.4% | 9.4% | x | -27.6% | -6.5% | 0.3 |
| Cn1ncc(Cl)c1C(=O)N1CCC(Cc2ccccc2)CC1 | 5.4% | 8.9% | x | -3.9% | -2.5% | 7.0 |
| CCCCn1c(N)c(Sc2ccc(Cl)cc2)c(=O)[nH]c1=O | -2.7% | u | 5.9% | 1.1% | -11.1% | 9.2 |
| COc1ccc(CNC(=O)Cn2c(=O)oc3cc(S(=O)(=O)N4CCCCCC4)ccc32)cc1 | 1.4% | x | x | 9.7% | x | u |
| Cc1nnc(NC(=O)CSc2n[nH]c(-c3ccccc3C)n2)s1 | 7.9% | 11.3% | u | 4.3% | 4.6% | -11.4 |
| O=C(CN(C(=O)CCC(=O)Nc1nccs1)c1ccc(F)cc1)NCc1ccccc1 | 3.9% | 1.8% | x | -2.3% | -19.4% | 17.7 |
| COc1cccc(NC(=O)CSc2c(C)cnc3c2c(=O)n(C)c(=O)n3C)c1 | -0.1% | x | x | 7.7% | x | -14.2 |
| Cc1nc2c(-c3ccc(F)cc3)c(C)nn2c(C)c1CCC(=O)N1CCN(c2ccccc2)CC1 | u | 16.6% | -4.5% | 8.1%&2.0% | 0.0% | 7.3&39.6 |
| COC(=O)c1ccc(NC(=O)CSc2nncn2-c2cccnc2)cc1 | 0.8% | 18.7% | -6.0% | -14.1% | -8.1% | -17.4 |
| CCOc1ccc2ccccc2c1/C=N\NC(=O)OC | -11.0% | -1.7% | -12.4% | -9.2% | 31.2% | 1.6 |
| CC(C)CN(CC(C)C)c1ccc(C=C2C(=O)NC(=S)NC2=O)cc1[N+](=O)[O-] | -0.5% | -11.3% | u | 1.12µM* | -29.6% | -12.8 |
| NS(=O)(=O)OCc1ccc(C(F)(F)F)cc1 | -6.5% | 4.9% | 2.9% | -26.1% | -1.1% | -20.5 |
| CCOC(=O)c1ccc(NC(=O)C2CCCN(S(=O)(=O)c3ccc(F)cc3)C2)cc1 (stereo not given) | u | u | -6.5% | -15.1% | 4.5% | 39.4 |
| Cc1ccc(NC(=O)C2CCN(S(=O)(=O)c3c(C)noc3/C=C/c3cccs3)CC2)cc1F | 5.2% | x | x | 0.2% | x | u |
| CCN(CC)c1ccc(NC(=O)c2cnn3c(C(F)F)cc(-c4ccccc4)nc23)cc1 | 23.5% | x | x | 5.7% | x | -28.4 |

Complete entries as entered above. Order of values: AmpC inh detg | HCV inh | FBPA Giardia inh | Sm TGR inh | AMA1 RON2 block | HCMV antiviral
COC(=O)c1ccc(NC(=O)CSc2nncn2-c2cccnc2)cc1 is listed as 0.8% | 18.7% | -6.0% | -14.1% | -8.1% | -17.4
NS(=O)(=O)OCc1ccc(C(F)(F)F)cc1 is listed as -6.5% | 4.9% | 2.9% | -26.1% | -1.1% | -20.5

Going on with the list:
| compound | AmpC inh detg | HCV inh | FBPA Giardia inh | Sm TGR inh | AMA1 RON2 block | HCMV antiviral |
| --- | --- | --- | --- | --- | --- | --- |
| CN(C)c1ccc(/C=N/NC(=O)c2ccc3nc[nH]c3c2)cc1 | 6.8% | 3.1% | -5.9% | 18.3% | -20.2% | 19.3 |
| CCOC(=O)N1CCN(c2cccc(C)c2C)CC1 | u | 16.8% | -1.0% | 0.0% | 8.4% | -22.2 |
| CCOC(=O)C1(CCOc2ccccc2)CCN(Cc2cccc(F)c2)CC1 | 4.8% | u | -0.2% | 9.3% | 0.5% | -91.4* |
| CCCc1cc(=O)[nH]c(SCC(=O)Nc2nonc2N)n1 | -6.4% | -14.5% | -17.1% | 0.8% | -1.0% | u |
| O=c1cc(-c2ccccc2)oc2ccc(Cl)cc12 | x | -11.8% | x | x | 25.2% | 38.7 |
| COc1ccc(C(=O)NC(=S)N2CCCCC2)cc1[N+](=O)[O-] | 4.8% | 1.6% | u | -3.3% | 75.1%[activator] | -9.0 |
| C/C(=C\C(=O)c1ccc(Cl)cc1)Nc1ccc(N2CCOCC2)cc1 | -4.7% | -14.9% | 1.2% | 4.2% | -11.0% | u |
| Cc1cc(/C=C(\C#N)C(=O)Nc2ccccc2)c(C)n1-c1cccnc1 | -13.9% | u | 1.8% | 5.7% | -5.9% | 35.5 |
| Cc1nc(-c2cccc(-c3noc(C)n3)c2)no1 | 3.5% | u | 0.0% | -3.4% | -2.5% | -7.6 |
| O=C(O)c1ccc2c(c1)-c1cc(C(=O)O)ccc1S2(=O)=O | -0.9% | 5.3% | 4.8% | 5.8% | -4.0% | -20.7 |
| CCOc1ccc(S(=O)(=O)NCCC(=O)N2CCC(Cc3ccccc3)CC2)cc1 | 0.8% | u | x | -1.7% | -3.3% | u |
| O=C(CSc1nnnn1-c1ccc(Cl)cc1)NC(=O)Nc1ccc2c(c1)OCCO2 | u | u | 4.8% | -6.7% | 11.5% | 60.5 |
| O=C(CCc1ccccc1)NNC(=O)c1ccc(NC(=O)c2ccccc2)cc1 | -10.0% | 28.9% | 1.8% | -9.4% | 9.2% | -4.7 |
| CSc1nsc(SCC(=O)Nc2ccc(C(=O)O)cc2)n1 | -4.8% | 15.2% | 4.8% | -0.7% | 11.6% | 55.1 |
| CCN(CC)CCCNC(=O)C1CCC(CNS(=O)(=O)c2c(C)cc(C)cc2C)CC1 (stereo not given) | 0.6% | u | -1.1% | -3.8% | -4.0% | -5.9 |
| CNC(=S)N/N=C/c1cc(C)n(-c2ccc(Cl)c(Cl)c2)c1C | -11.2% | u | 4.2% | 0.0% | -2.1% | -68.3* |
| CC1=C(C(=O)OCc2ccccc2)C(c2ccc3ccccc3c2)NC(=O)N1CCCC(=O)O (stereo not given) | -13.6% | 14.1% | -4.1% | -9.4% | -27.1% | -12.2 |
| O=C(c1ccccc1)N1CCN(c2ccccc2F)CC1 | 4.0% | 2.3% | -4.5% | -3.1% | -4.8% | -19.4 |
| CC(=O)c1ccc(NC(=O)Cn2c(-n3nc(C)cc3C)nc(C)cc2=O)cc1 | 2.8% | x | x | u | x | 0.0 |
| CC(C)N=C(NC#N)SCc1ccc(F)cc1 | -2.2% | x | 0.5% | 0.0% | 5.1% | -7.2 |
| CN(C(=O)c1ccncc1)C1CCCN(Cc2ccccc2F)C1 (stereo not given) | 0.1% | -1.4% | 0.2% | -10.9% | -2.0% | 1.2 |
| Cc1ccccc1C(=O)OC1CCN(C)CC1 | 3.3% | 32.9%[activator] | -9.2% | 8.2% | -1.5% | 15.8 |
| O=C(c1ccco1)N1CCN(C(=S)Nc2ccc(Br)cc2Cl)CC1 | 2.5% | u | x | -27.3% | -4.9% | -35.9 |
| O=C(OC1CCCCC1)c1cc2ccccc2oc1=O | -1.3% | 0.3% | 3.4% | -10.2% | -14.1% | -39.4 |
| CN(C)C=Nc1ncc2c3ccccc3n(CCN(C)C)c2c1C#N | u | -5.7% | -5.0% | 6.1% | -2.1% | -97.8* |
| N/C(=N\c1nc2ccccc2o1)NC(=O)c1ccccc1NC(=O)c1ccccc1 | 0.0% | 2.1% | 8.1% | 2.3% | 17.3% | 20.3 |
| CCOc1ccc(-c2cc(CCCC(=O)NCc3ccco3)no2)cc1 | u | -18.0% | 4.2% | -14.6% | 6.0% | -36.3 |
| O=C(c1ccco1)N1CCN=C1SCc1cccnc1 | -6.3% | 13.7% | 9.0% | 4.9% | 8.2% | -4.9 |
| COC(=O)c1cc2cc(Cl)ccc2nc1SC | 1.4% | u | -0.2% | 8.3% | -8.1% | -20.2 |
| Cc1ccc2c(c1)c1c3n2CCCNC3CCC1 (stereo not given) | -5.6% | u | 0.5% | 1.4% | -10.9% | -7.3 |
| Cc1cccc(Oc2ncnc3oc(-c4ccccc4)cc23)c1C | 6.4% | -27.6% | 1.1% | 1.9% | -5.7% | -15.2 |
| COc1ccc(-c2nc3cc(C)ccn3c2NCc2ccc3c(c2)OCO3)cc1 | 4.8% | 9.2% | -9.1% | -30.0% | -18.2% | -25.9 |
| CC(C)Cn1cc(C(=O)NCCCOC(C)C)c2c3ccccc3n(C)c2c1=O | -4.7% | -10.2% | 0.5% | -16.3% | -0.7% | -0.5 |
| COc1ccc(CSC2=CS(=O)(=O)c3ccccc3N2)cc1 | u | -12.6% | 8.6% | -2.4% | -5.8% | -61.7* |

An unsorted share of the library; any-hit rate near 9.3%.
